Screening data deposited in PubChem BioAssay by Sanford-Burnham Center for Chemical Genomics.
ER stress death – protection against thapsigargin ER stress killing – CSM14.1 cells, ATP luminescence, primary screen. CSM14.1 thapsigargin ER stress survival. relative survival (cellular ATP), % at 15 µg/mL (by protocol). hit rate 0.33% among 48,000;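 active = survival measured by cellular ATP above 50% at 15 µg/ml in the first screen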;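 note: cell death triggered by about 15 µM thapsigargin; ATP read 24 h after thapsigargin was added; plate controls were thapsigargin with DMSO for no effect and DMSO without thapsigargin for full effect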
* hit, by the source's call.

O=C1/C(=C/C2CC=CCC2)SC(=S)N1C1CCS(=O)(=O)C1 (stereo not drawn)
  ER stress death: -5

O=C(Nc1c(C(=O)NCc2ccco2)cnn1-c1ccccc1)c1cccc(F)c1
  ER stress death: -2

CCc1ccc(C2C(C(=O)OC)=CN(Cc3ccc(C)cc3)C=C2C(=O)OC)s1
  ER stress death: 5

N#Cc1ccc2c(c1)nc1c3cccc4cccc(c(=O)n21)c43
  ER stress death: 0

Cc1nnc(NC(=O)CSc2nnc3c4ccccc4n(C(C)C)c3n2)s1
  ER stress death: 3

O=C(N/N=C/c1ccc(O)cc1)c1cc(C2CC2)[nH]n1
  ER stress death: 4

Cc1ccc2c(c1)C1C=CCC1C(c1ccccc1[N+](=O)[O-])N2 (stereo not drawn)
  ER stress death: 0

CCOC(=O)CNC(c1ccccc1)c1cc(Br)ccc1N (stereo not drawn)
  ER stress death: 0

O=C(CCN1C(=O)c2ccccc2C1=O)Nc1cccc(Cl)c1
  ER stress death: 2

CCOc1ccc(-n2c(-c3ccccc3)n[nH]c2=S)cc1
  ER stress death: -1

O=C1NC(=S)S/C1=C/c1ccc(-c2ccc(F)cc2)o1
  ER stress death: 6

O=C(O)C(Cc1ccc(O)cc1)c1ccccc1 (stereo not drawn)
  ER stress death: 9

O=C(CCCOc1ccc(Cl)cc1Cl)Nc1ccc2c(c1)COC2=O
  ER stress death: 4

CCCN1CCC(=NNC(=O)c2ccccc2O)CC1
  ER stress death: 4

Cc1ccc(S(=O)(=O)Nc2ccccc2Br)cc1[N+](=O)[O-]
  ER stress death: 1

CC1=CC(C)(C)N(C(=O)c2ccc([N+](=O)[O-])cc2)c2ccccc21
  ER stress death: 3

Cc1ccc(OCCOc2cccc(/C=C3/SC(=S)N(C)C3=O)c2)cc1C
  ER stress death: 2

c1ccc2c(c1)nc(N1CCOCC1)c1ccccc12
  ER stress death: 14

CCOC(=O)c1c(N)sc(C(=O)Nc2cccc(C(F)(F)F)c2)c1C
  ER stress death: -3

Cc1c(NC(=O)CN2C(=O)/C(=C/c3ccccc3Cl)SC2=S)c(=O)n(-c2ccccc2)n1C
  ER stress death: 0

CN1C(=O)/C(=C\c2ccccc2OCc2ccc(Cl)cc2)SC1=S
  ER stress death: 9

C=CCNC(=O)C(=O)NCCN1CCOCC1
  ER stress death: 9

C=CCN1C(=O)C(C)(C)N(C(C)=O)c2ccccc21
  ER stress death: -4

CCOC(=O)C1=C(c2ccccc2)N=c2s/c(=C\c3cccnc3)c(=O)n2C1c1ccc(OC)c(OC)c1 (stereo not drawn)
  ER stress death: -4

Cc1ccc2nc(NC(=O)C3CC=CCC3C(=O)O)sc2c1 (stereo not drawn)
  ER stress death: 2

O=C(/C=C/c1ccc(Cl)cc1)Nc1ccccc1C(F)(F)F
  ER stress death: 0

CCCN1CCC(=NNC(=O)c2cccc3ccccc23)CC1
  ER stress death: 3

COc1ccc(Cl)cc1C(=O)Nc1cccc(S(N)(=O)=O)c1
  ER stress death: 0

Cc1c(N(C(=O)c2ccccc2)C(=O)c2ccccc2)c(=O)n(-c2ccccc2)n1C
  ER stress death: 1

COC(=O)c1ccc(N2C(=O)CC(Sc3n[nH]c(C)n3)C2=O)cc1 (stereo not drawn)
  ER stress death: -7

COc1cc2c(cc1NC(=O)c1cccc(I)c1)oc1ccccc12
  ER stress death: -2

C=CCOc1ccc(CN2CCCCC2)cc1
  ER stress death: 2

COc1cc([N+](=O)[O-])cc(/C=C2/C(=O)NC(=O)N(c3ccccc3)C2=O)c1O
  ER stress death: 10

CCCc1ccc(OCc2nnc(NC(=O)Nc3cccc(Cl)c3)s2)cc1
  ER stress death: 5

CCOc1cccc(C(=O)Nc2cc(-c3nc4cc(C)cc(C)c4o3)ccc2C)c1
  ER stress death: 7

COc1ccc(OC)c(CN2CCN(S(=O)(=O)c3ccc(C)cc3)CC2)c1
  ER stress death: -2

Cc1ccc(C)n1-c1ccc(CC(=O)O)cc1
  ER stress death: -7

Cc1ccc(C#N)c(SCC(=O)O)n1
  ER stress death: 12

COc1cc2nc(C)sc2cc1OC
  ER stress death: 14

O=C(Nc1ccc(O)c(-c2nc3ccccc3o2)c1)c1ccc2c(c1)OCCO2
  ER stress death: 1

N#Cc1c(N)nc2c(c1-c1ccc(F)cc1)CCCCCC2
  ER stress death: 6

CCN1C(=O)/C(=C\c2cc(OC)ccc2OC)SC1=S
  ER stress death: 4

O=C(NCCN1CCOCC1)/C(=C/c1ccccc1)NC(=O)c1ccccc1
  ER stress death: 11

O=C(N=Nc1c(O)[nH]c2c(Br)cc(Br)cc12)C(O)c1ccccc1 (stereo not drawn)
  ER stress death: 5

COc1c(OC(C)=O)ccc(/C=N\NC(=O)COc2cccc(Cl)c2)c1[N+](=O)[O-]
  ER stress death: 14

Of the compounds above, 2 have a CF3 group.
CCOC(=O)c1c(N)sc(C(=O)Nc2cccc(C(F)(F)F)c2)c1C
  ER stress death: -3

O=C(/C=C/c1ccc(Cl)cc1)Nc1ccccc1C(F)(F)F
  ER stress death: 0

Additional structures:
CCN1C(=O)/C(=C/c2cc(OC)c(O)c(OC)c2)C(=O)NC1=S
  ER stress death: 0

Cc1ccc(Cl)cc1NC(=O)C1CC(=O)N(c2ccc(F)cc2)C1 (stereo not drawn)
  ER stress death: 1

CCN1C(=O)/C(=C\c2ccc(OCCOc3cccc(OC)c3)cc2)SC1=S
  ER stress death: 11

COc1ccc(CCNC(=O)CCc2ccccc2)cc1
  ER stress death: 4

CCOc1ccccc1N1CCN(C(=O)c2sc3ccccc3c2Cl)CC1
  ER stress death: 125*

CC1CCN(C(=S)Nc2ccc(F)cc2)CC1
  ER stress death: 4

CC(=O)Nc1ccc(S(=O)(=O)Nc2ccc(I)cc2)cc1
  ER stress death: -1

COc1ccc(N2C(=O)C(Cl)=C(NCc3ccccc3)C2=O)cc1
  ER stress death: 0

Cc1ccc(OCC(=O)NCc2ccncc2)c(C)c1
  ER stress death: 7

O=C(Nc1ccccc1F)c1ccn(C(=O)c2cccc(Cl)c2)n1
  ER stress death: -1

COC(=O)C1=CN(CCc2ccccc2)C=C(C(=O)OC)C1c1ccc2c(c1)OCO2
  ER stress death: -1

Cc1ccc2c(c1)-c1c(ssc1=S)C(C)(C)N2C(=O)c1ccco1
  ER stress death: 3

Cc1ccc(N2CC(C(=O)Nc3cccc(Cl)c3C)CC2=O)cc1 (stereo not drawn)
  ER stress death: 5

O=C(/C=C/c1ccccc1)N1CCC(CN2C(=O)c3cccc4cccc(c34)C2=O)CC1
  ER stress death: 3

Clc1ccc(-c2nc(-c3cccnc3)no2)c(Cl)c1
  ER stress death: -12

CCOc1ccc(Cl)cc1C=C1C(=O)NC(=S)NC1=O
  ER stress death: 3

COc1ccccc1N1CCN(C(=O)N2CCOCC2)CC1
  ER stress death: 5

COc1cc(NS(=O)(=O)c2ccc([N+](=O)[O-])cc2)cc(OC)c1
  ER stress death: 2

COc1cccc(C(=O)N2N=C(c3ccc(F)cc3)CC2(O)C(F)(F)F)c1 (stereo not drawn)
  ER stress death: -2

O=C1NC(=O)C(C=Nc2ccc(OC(F)F)cc2)C(=O)N1
  ER stress death: 1

CCN1C(=N)N(c2nc(N(C)C)nc(N(C)C)n2)CC1=O
  ER stress death: -6

C=CCNc1nc(Nc2ccccc2)nc(Nc2ccccc2)n1
  ER stress death: 6

CCc1cc(C)cc(OCCOc2ccccc2/C=N/n2cnnc2)c1
  ER stress death: 9

CC(C)(C)c1ccc2[nH]c3c(c2c1)CCCC3=O
  ER stress death: -6

CCOc1ccc(C(=O)Nc2ccc3nn(-c4ccc(OC)cc4)nc3c2)cc1Cl
  ER stress death: 5

COc1ccc(-c2cc(C(F)(F)F)n3nc(C(=O)NCCN4CCOCC4)c(Cl)c3n2)cc1
  ER stress death: 4

Fc1ccccc1OCCOCCN1CCCCC1
  ER stress death: -5

O=C1C(=Cc2ccc(Oc3ccc(C(F)(F)F)cc3[N+](=O)[O-])c(Cl)c2)C(=O)c2ccccc21
  ER stress death: 8

CN1CCN(NC(=O)c2ccc(Cl)cc2[N+](=O)[O-])CC1
  ER stress death: 4

CCOC(=O)C1=C(C)N(C)C(=O)NC1c1cc2c(cc1[N+](=O)[O-])OCO2 (stereo not drawn)
  ER stress death: 3

CCCOc1ccc(C(=O)NCCCCCC(=O)O)cc1
  ER stress death: -8

COc1cc(CN2CCN(C3C4CC5CC(C4)CC3C5)CC2)cc(OC)c1OC (stereo not drawn)
  ER stress death: 1

COc1ccc(/C=C/C(=O)c2ccc(F)cc2)cc1[N+](=O)[O-]
  ER stress death: 5

O=C(Nc1ccccc1)c1ccc(Cl)c(S(=O)(=O)Nc2ccc(Br)cc2)c1
  ER stress death: 13

COc1cccc(C(=O)Nc2sc3c(c2C(N)=O)CCC(C)C3)c1 (stereo not drawn)
  ER stress death: 4

COc1ccc(-c2cc(C(=O)N3CCC(Cc4ccccc4)CC3)c3ccccc3n2)c(OC)c1
  ER stress death: 11

CC(C)(C)NC(=O)CSc1ncccn1
  ER stress death: 3

CCN(CC)c1ccc(NC(=O)/C=C\c2ccccc2Cl)cc1
  ER stress death: 6

COC(=O)c1ccc(N2C(=O)C3C(C2=O)C2C=CC3C23CC3)cc1 (stereo not drawn)
  ER stress death: 3

Cc1ccc(-n2nc3cc(C)c(NC(=O)c4cccc([N+](=O)[O-])c4)cc3n2)cc1
  ER stress death: -3

CCOc1cc(C(=O)Nc2ncccn2)cc(OCC)c1OCC
  ER stress death: 11

Cc1c(NC(=O)CC2=CCCC2)c(=O)n(-c2ccccc2)n1C
  ER stress death: 1

CCCCC(=O)Nc1ccccc1C(F)(F)F
  ER stress death: -2

Cc1ccc(S(=O)(=O)C(NC(=O)c2ccccc2)=C(Cl)Cl)cc1
  ER stress death: 3

Cc1ccc(NS(=O)(=O)c2ccc(F)cc2)nc1
  ER stress death: 1

Part of the list above, tab-delimited:
molecule	ER stress death
O=C(Nc1ccccc1)c1ccc(Cl)c(S(=O)(=O)Nc2ccc(Br)cc2)c1	13
COc1cccc(C(=O)Nc2sc3c(c2C(N)=O)CCC(C)C3)c1 (stereo not drawn)	4

Among those listed so far, four have an aryl thioether with sulfur outside any ring.
Cc1nnc(NC(=O)CSc2nnc3c4ccccc4n(C(C)C)c3n2)s1
  ER stress death: 3

COC(=O)c1ccc(N2C(=O)CC(Sc3n[nH]c(C)n3)C2=O)cc1 (stereo not drawn)
  ER stress death: -7

Cc1ccc(C#N)c(SCC(=O)O)n1
  ER stress death: 12

CC(C)(C)NC(=O)CSc1ncccn1
  ER stress death: 3

Other entries:
Cc1ccc(C(=O)N2C(C)CCCC2C)cc1[N+](=O)[O-] (stereo not drawn)
  ER stress death: 6

Cc1cccc(C)c1N(Cc1ccccc1)C(=O)c1c(F)cccc1F
  ER stress death: 0

O=C(COc1ccccc1)Nc1cc([N+](=O)[O-])ccc1Cl
  ER stress death: 1

O=C(Nc1ccccc1C(=O)O)c1cccs1
  ER stress death: 0

CCN(CC)C(=O)COc1ccc2oc(C)c(C(=O)OC(C)C)c2c1
  ER stress death: -1

CN(C)C=NC(=O)/C(C#N)=C1\CCc2ccccc2N1
  ER stress death: -4

O=C(COc1ccc2ccccc2c1)Nc1ccccc1C(=O)Nc1ccccc1
  ER stress death: 5

COc1cc(/C=C2/SC(=S)N(CC(=O)O)C2=O)cc(Cl)c1O
  ER stress death: 5

CCOC(=O)C1=C(C)N=c2s/c(=C\c3ccc([N+](=O)[O-])o3)c(=O)n2C1c1cccs1 (stereo not drawn)
  ER stress death: 3

O=C(COc1ccccc1)NCC(=O)N/N=C/c1cccs1
  ER stress death: 5

O=C(CSc1nc(O)c(Cc2ccccc2)c(=O)n1-c1ccccc1)N1CCOCC1
  ER stress death: 6

C=CCN1C(=O)/C(=C\c2cc(Cl)c(OCc3ccccc3Cl)c(OC)c2)SC1=S
  ER stress death: 9

COc1ccc(S(=O)(=O)Nc2ncccc2O)cc1
  ER stress death: 9

Cc1ccc(/C(N)=N/OC(=O)c2ccc(F)cc2)cc1
  ER stress death: 3

Cc1ccc(C)n1-c1ccc(Cl)c(C(=O)O)c1
  ER stress death: -1

In the list so far, 4 have a cyano group.
N#Cc1ccc2c(c1)nc1c3cccc4cccc(c(=O)n21)c43
  ER stress death: 0

Cc1ccc(C#N)c(SCC(=O)O)n1
  ER stress death: 12

N#Cc1c(N)nc2c(c1-c1ccc(F)cc1)CCCCCC2
  ER stress death: 6

CN(C)C=NC(=O)/C(C#N)=C1\CCc2ccccc2N1
  ER stress death: -4

(cont.)
O=C1c2ccccc2C(=O)N1/N=C/c1ccc(Oc2ccc([N+](=O)[O-])cn2)cc1
  ER stress death: -1

Cc1ccc(-c2nc3ccc(Br)cc3c(C(=O)O)c2C)cc1
  ER stress death: 6

CCOC(=O)/C(C#N)=C\c1cc(OC)c(OC)cc1[N+](=O)[O-]
  ER stress death: -1

O=C(NCCCO)/C(=C/c1ccc(-c2cccc([N+](=O)[O-])c2)o1)NC(=O)c1ccccc1
  ER stress death: 2

COC(=O)c1c(C)c(-c2cccs2)nc2ccccc12
  ER stress death: 2

O=C(NCCNc1ccccc1[N+](=O)[O-])c1ccccc1F
  ER stress death: 0

CCN(CC)C(=O)Nc1ccc(Cl)cc1
  ER stress death: 1

O=C(Nc1ccc(Cl)c(Cl)c1)Nc1nnc(SCc2ccccc2)s1
  ER stress death: 10

Only part of the results is shown. The share of hits here may be higher or lower than overall.
